core dimer inh: HCV core protein dimerization inhibition | TR-FRET GST/Flag-core106 dimerization, 1536-well | 0.33% of 300,000 active | inhibition, % at 5 µM;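 active means inhibition above the mean of all tested compounds plus 3 SD, set per screening campaign, cut at about 45% in these data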
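System: GST-tagged and Flag-tagged HCV core protein residues 1-106 / Input: core106 proteins, GST 13.5 nM and Flag 17 nM / Buffer or medium: KF-containing HEPES buffer, pH 7.45, DTT, CHAPS, BSA / Probe or stimulus: Eu-anti-GST and XL665-anti-Flag labelled anti-tag antibodies / Schedule: 4 h, 22.5 °C incubation / Technique: TR-FRET 671 and 617 nm emission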
JMJD2C inh: blocks human GASC-1 demethylase activity; 0.069% of 330,000 active; Q9H3R0; AID 2099; GST-JMJD2C(1-420) H3K9me3 demethylation, DELFIA europium; inhibition, % at 2.35 µM;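 active means more than half of a compound's replicate wells show inhibition beyond 50%, single wells judged on their own value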;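 further: signal counts dimethyl H3K9 product captured on neutravidin plate; 0% = median of DMSO wells and 100% = 0.3 times that DMSO median; strong numbers were not always called active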
Fh CTSL1 inh: counter-screen for PFM18AAP inhibitors: inhibitors of F. hepatica cathepsin L1; recombinant F. hepatica cathepsin L1, Z-Leu-Arg-MCA fluorescence; inhibition, % at 5.96 µM; 0.49% of 300,000 active; AID 1906;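 active means inhibition above the mean of all tested compounds plus 3 SD, set per screening campaign, cut at about 17% in these data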;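 further: 0% = plate median of test compound wells and 100% = 1 µM Z-Phe-Ala-diazomethylketone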
PP5 primary: inhibitors of human protein phosphatase 5 (PP5) | P53041 | purified PP5c, OMFP substrate fluorescence | inhibition, % at 6.7 µM | 0.18% of 320,000 active;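 active means inhibition above the campaign's mean inhibition across all tested compounds plus 3 SD, cut at about 9.5% in these data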;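 further: 0% = DMSO only and 100% = 100 µM cantharidin control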
Target sequence (P53041 whole entry, looked up): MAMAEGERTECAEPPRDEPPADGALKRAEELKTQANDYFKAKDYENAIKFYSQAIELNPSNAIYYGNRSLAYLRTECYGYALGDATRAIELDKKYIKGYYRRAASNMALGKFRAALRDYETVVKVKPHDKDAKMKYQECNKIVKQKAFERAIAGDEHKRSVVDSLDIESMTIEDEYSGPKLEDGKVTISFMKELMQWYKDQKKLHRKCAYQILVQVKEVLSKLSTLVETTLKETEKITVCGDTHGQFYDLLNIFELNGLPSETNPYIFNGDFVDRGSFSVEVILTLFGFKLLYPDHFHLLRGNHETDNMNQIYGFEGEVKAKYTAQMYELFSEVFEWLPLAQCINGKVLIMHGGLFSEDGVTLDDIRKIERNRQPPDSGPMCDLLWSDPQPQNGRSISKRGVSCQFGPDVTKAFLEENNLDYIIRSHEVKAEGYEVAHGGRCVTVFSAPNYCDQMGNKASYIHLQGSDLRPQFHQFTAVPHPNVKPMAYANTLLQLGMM
procasp3 activ: procaspase-3 (human) activation; P42574; recombinant procaspase-3 D3A, Ac-DEVD-pNA absorbance 405 nm; activation, % at 8.5 µM; 0.11% of 330,000 active; AID 463141;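 active means activation above the mean of all tested compounds plus 3 SD, cut at about 21% in these data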;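 further: 0% = DMSO alone and 100% = DMSO wells spiked with extra 5 µM PC-3 D3A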
Target sequence (P42574 whole entry D9A/D28A/D175A): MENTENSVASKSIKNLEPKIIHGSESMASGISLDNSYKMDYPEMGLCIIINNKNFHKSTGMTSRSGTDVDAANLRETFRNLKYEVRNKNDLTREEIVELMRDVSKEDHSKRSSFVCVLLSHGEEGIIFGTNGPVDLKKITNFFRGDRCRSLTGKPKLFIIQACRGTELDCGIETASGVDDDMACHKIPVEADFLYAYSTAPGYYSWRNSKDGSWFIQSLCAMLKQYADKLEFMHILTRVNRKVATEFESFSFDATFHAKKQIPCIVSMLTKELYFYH
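Test system: Procaspase-3 D3A mutant; medium: Zinc-free HEPES/NaCl buffer with 0.01% Triton X-100 at pH 7.4; reagent: DEVD-pNA substrate; doses: one concentration, 8.5 µM nominal, 0.8% DMSO; times: 1 h preincubation plus 2 h reaction at 25 °C; signal: Epi-absorbance at 405 nm of released p-nitroaniline, 0 and 120 min; replicates: singlicate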
procasp7 counter: counter-screen: procaspase-7 (human) activation | P55210 | recombinant procaspase-7, Ac-DEVD-pNA absorbance 405 nm; D23A/D198A/D206A triple mutant, cannot self-cleave; scale: DMSO 0, 5 µM enzyme 100 | activation, % at 8.5 µM | 0.093% of 330,000 active | AID 463210;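 active means percent activation above the screen-wide mean plus 3 SD, cut at about 25% in these data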
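System: Uncleavable procaspase-7 mutant enzyme; Amount: 2 µM procaspase-7 mutant as dispensed; Schedule: 1 h compound preincubation, 2 h substrate cleavage, 25 °C; Measured by: 405 nm absorbance of p-nitroaniline; Evaluation: percent activation from buffer-corrected 0–120 min absorbance change; Control set: low DMSO alone, high DMSO plus 5 µM PC-7.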
VLA-4 inh: inhibition in a human VLA-4 binding assay; AID 2557; 0.2% of 330,000 active; P13612; inhibition, % (about 7 µM as worked out from the volumes in the protocol); VLA-4 expressing cells, ligand binding flow cytometry; in the data active means inhibition above about 50%
PP1 counter: PP1-alpha (human) inhibition in PP5 counter-screen; AID 2235; purified PP1alpha, OMFP fluorescence; P62136; 0.9% of 320,000 active; inhibition, % at 6.7 µM;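 active means inhibition above the mean inhibition of all tested compounds plus 3 SD, computed separately for each screening campaign, cut at about 15% in these data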
Target sequence (P62136 whole entry, looked up): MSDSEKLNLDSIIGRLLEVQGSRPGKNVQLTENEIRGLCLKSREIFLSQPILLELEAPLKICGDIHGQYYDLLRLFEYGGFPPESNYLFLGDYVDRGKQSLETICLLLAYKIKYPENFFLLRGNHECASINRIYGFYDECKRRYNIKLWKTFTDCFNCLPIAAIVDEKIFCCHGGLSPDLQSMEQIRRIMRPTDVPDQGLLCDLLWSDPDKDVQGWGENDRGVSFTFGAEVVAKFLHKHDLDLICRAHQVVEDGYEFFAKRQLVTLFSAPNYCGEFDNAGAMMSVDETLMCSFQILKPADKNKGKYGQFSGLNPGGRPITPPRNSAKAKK
GRK2 aptamer HTS: human GRK2 inhibition via aptamer displacement. inhibition of aptamer binding, % at 10 µM. bead flow cytometry, FAM-aptamer displacement from GRK2. 0.59% of 330,000 active. P25098;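 active means inhibition of aptamer binding above 40%, roughly 3 SD of noise, on plates passing a quality check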;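 further: median bead fluorescence of bound FAM aptamer so fluorescent compounds give negative values; no value below 0 was filed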
Starred values were filed as active, the others as inactive; . = not tested or not shown; & = joins results of further samples.

molecule	core dimer inh	JMJD2C inh	Fh CTSL1 inh	PP5 primary	procasp3 activ	procasp7 counter	VLA-4 inh	PP1 counter	GRK2 aptamer HTS
COc1cccc(/C=C2\Oc3cc(OCC(=O)N4CCC[C@H]4C(=O)O)ccc3C2=O)c1	5	11	3	4.4	-1	-4	15	4	0
COc1ccc(CCNC(=O)Nc2ccc([N+](=O)[O-])cc2)cc1OC	-9	-3	-1	3.0	9	2	27	3	2
O=c1[nH]cnc2c1cnn2Cc1ccccc1	-1	.	-1	4.3	3	-5	4	-2	2
COC(=O)Cn1c(=O)c2c(nc3n2CC(C)CN3Cc2ccccc2)n(C)c1=O (configuration not stated)	3	2	0	-1.7	-5	-2	0	-5	0
COc1ccc(NC(=O)Cn2nc([N+](=O)[O-])c(Cl)c2C)cc1OC	-1	5	3	0.4	-1	-5	14	-2	0
N#Cc1c(N)nc(SCC(=O)NCCc2ccccc2)c(C#N)c1-c1cccs1	-8	2	2	5.1	-2	7	1	4	0
Cc1c(O)nc2ccccn2c1=O	3	-9	-3	-0.8	-2	3	11	-4	2
CCOC(=O)c1c(Nc2ccc(Cl)cc2)sc(/C=C2\C=Nc3ccccc32)c1O	4	2	-5	2.9	2	-4	-6	2	2
Cc1sc2nc(-c3cccs3)oc(=O)c2c1C	3	-26	6	-0.4	9	3	1	-1	3
O=C(Nc1cc(Cl)ccc1-n1cncn1)c1cccs1	-2	-2	0	0.3	1	4	4	-1	0
Cc1noc(C)c1COc1ccccc1C(=O)N(C)Cc1ccc(C(C)(C)C)cc1	.	-5	.	5.2	-9	-6	38	0	7
CCOc1ccc(-c2nnc(SCC(=O)N(CC)CC)n2N)cc1	1	10	-4	5.6	3	-11	-3	1	2
COc1cccc(N2CC(C(=O)Nc3nnc(SCC(=O)c4ccccc4)s3)CC2=O)c1 (configuration not stated)	24	8	4	-0.6	-3	1	-8	10	4
CN(C1CCCCC1)S(=O)(=O)c1ccc(NC(=O)C2CCCCC2C(=O)O)cc1 (configuration not stated)	1	-1	2	0.4	0	-7	-21	-1	0
O=S1(=O)c2cccc3cccc(c23)N1CCBr	-5	-20	5	3.2	1	3	6	-1	0

2 entries drawn at random from the list so far, as already listed:
molecule	core dimer inh	JMJD2C inh	Fh CTSL1 inh	PP5 primary	procasp3 activ	procasp7 counter	VLA-4 inh	PP1 counter	GRK2 aptamer HTS
Cc1c(O)nc2ccccn2c1=O	3	-9	-3	-0.8	-2	3	11	-4	2
O=C(Nc1cc(Cl)ccc1-n1cncn1)c1cccs1	-2	-2	0	0.3	1	4	4	-1	0

Next section
molecule	core dimer inh	JMJD2C inh	Fh CTSL1 inh	PP5 primary	procasp3 activ	procasp7 counter	VLA-4 inh	PP1 counter	GRK2 aptamer HTS
Cc1ccc2nsnc2c1NC(=O)COc1ccccc1F	-3	1	0	1.5	-3	-1	-16	3	0
CCOC(=O)c1c(C)[nH]c(C(=O)OC(C)C(=O)NC2CCCCC2C)c1C (configuration not stated)	.	9	.	-0.5	11	-3	4	1	0
O=C(Cn1ccc2ccccc2c1=O)NCCC(=O)N1CCN(C2CCCCC2)CC1	2	-12&-7	-2	1.2	-1	2	1	0	5
Cc1ccccc1CC(=O)NCCN1CCCCC1	8	-9	-3	0.4	2	-2	2	-3	4
COc1ccc(Cl)cc1NC(=O)COC(=O)C1COc2ccccc2O1 (configuration not stated)	.	-3	.	2.0	0	-1	11	0	1
Cc1cc(C(=O)NNc2cc(Cl)ccc2Cl)no1	-4	0	3	1.6	4	-6	-8	0	0
COc1cccc(-c2nc(CSCC(=O)NCC3CCCO3)c(C)o2)c1 (configuration not stated)	-3	-3	-8	2.9	4	13	-10	2	3
Cc1ccc(NC(=S)NC(=O)/C=C/c2ccc(Cl)cc2)cc1	-6	16	1	0.7	4	9	21	0	3
CCN(CC)c1ccc(NC(=O)c2ccco2)c(C)c1	-15	6	1	1.4	-10	-1	7	0	0
O=C(CCC(=O)c1ccc(F)cc1)Nc1cc(Cl)cc(Cl)c1	-1	-2	-1	5.0	9	10	15	0	2
CC(Oc1ccccc1)C(=O)N1CCN(C(=O)C(C)Oc2ccccc2)CC1 (configuration not stated)	8	0	-2	-2.4	-13	-4	3	-1	3
CCOC(=O)C(Cc1ccccc1)NC(=O)Cn1nnc(-c2ccc(SC)cc2)n1 (configuration not stated)	9	4	1	1.8	4	3	35	-1	1
Cc1nc2ccc(C(=O)N3CCSCC3)cc2s1	-1	6	-3	1.3	-6	-5	-3	-2	4
CN(Cc1ccccc1)C(=O)c1ccc(NC(=O)Cc2cccc(NC(=O)C3CCN(C(=O)C4CCCCC4)CC3)c2)cc1	.	9	.	2.1	0	16	-4	1	0
CC(C)CC1NC(=O)N(Cc2nc3ccccc3s2)C1=O (configuration not stated)	1	-5	10	-2.2	-2	-7	-5	-1	2

(more compounds)
molecule	core dimer inh	JMJD2C inh	Fh CTSL1 inh	PP5 primary	procasp3 activ	procasp7 counter	VLA-4 inh	PP1 counter	GRK2 aptamer HTS
CCOc1ccc(-n2c(N)c(C(=O)NCC3CCCO3)sc2=S)cc1 (configuration not stated)	-8	-2	1	1.0	-7	-8	1	1	0
COc1cccc(C(C(=O)NC2CCCCC2)N(C(=O)c2ccccn2)c2cccnc2)c1 (configuration not stated)	1	7	1	1.4	-4	0	-9	-8	0
Oc1[nH]c2ccccc2c1N=Nc1ccccc1F	11	5	2	0.4	4	5	2	0	5
O=C(Cc1cccs1)N1CCC(c2nc3c(nnn3Cc3ccccc3)c(=O)[nH]2)CC1	0	-1	1	3.2	1	-4	-1	3	10
CCN(CC)C(=O)Cn1cc(S(=O)(=O)CC(=O)Nc2ccc(OC)c(OC)c2)c2ccccc21	-9	-2	0	-1.1	3	11	-3	-1	0
Cn1ccc(C(=O)Nc2sc3c(c2C#N)CCC3)n1	-9	169	0	-2.2	-8	-7	-4	0	0
Cc1nc(SCc2cccc(Oc3ccccc3)c2)n[nH]1	0	15	0	-0.8	12	12	10	3	2
Cn1cc(/C=C2/SC(=O)N(c3ccccc3)C2=O)c2ccccc21	9	3	2	3.3	6	3	16	3	9
CN1CCN(CCNC(=O)Cn2c(=O)c3cccn3c3ccc(F)cc32)CC1	-16	-9	0	-4.8	-4	0	16	-4	2
CCOc1ccc(-c2cc(C(=O)O)c3ccccc3n2)c(OCC)c1	4	9&6	-2	0.5	5	1	0	-1	0
CCc1cc(=O)oc2c(C)c(O)c(CN3CCCCC3)cc12	4	-14	8	2.4	1	-6	-2	-6	0
COc1ccc(NC(C)=[N+](C)CCNS(=O)(=O)c2ccc(Cl)cc2)cc1Cl	-4	-4	-1	-1.9	1	-8	-1	-3	5
Cc1cc(S(=O)(=O)N2CCN(Cc3ccccc3)CC2)c(C)s1	4	6	-2	0.2	-3	9	-18	3	0
CC1CCN(C(=O)c2ccc(NS(=O)(=O)c3cccc4cccnc34)cc2)CC1	3	1	-2	-1.8	-2	2	40	-2	4
Cc1cc(C(=O)c2cccs2)c(N)s1	15	6	-1	3.0	-19	-22	6	-3	3

Continued.
molecule	core dimer inh	JMJD2C inh	Fh CTSL1 inh	PP5 primary	procasp3 activ	procasp7 counter	VLA-4 inh	PP1 counter	GRK2 aptamer HTS
O=C(NCCCN1CCCC1=O)Nc1ccc(Cl)cc1	-2	13	-4	0.2	0	1	0	6	1
CCOc1ccc(OCCCC(=O)O)cc1	-2	0	-5	-0.1	-3	8	2	-4	1
Cc1cc2c(cc1S(=O)(=O)NCCc1ccc(Cl)cc1)OCC(=O)N2	9	130	-2	2.6	7	4	-21	-4	1
CCCC1=C(C(=O)OCC)C(c2ccc(F)cc2)n2ncnc2N1 (configuration not stated)	0	-3	6	3.8	11	6	6	-2	0
O=C(NNC(=O)C1CC1)c1cc(=O)[nH]c2ccccc12	.	2	.	.	4	-11	-1	.	0
CC(CC(=O)NCc1ccco1)S(=O)(=O)c1ccc2c(c1)CCN2C(=O)C1CC1 (configuration not stated)	7	1	-3	-1.6	2	-13	-14	0	0
COc1cc(NS(=O)(=O)c2ccc(Nc3nc(-c4cccc([N+](=O)[O-])c4)cs3)cc2)nc(OC)n1	9	-4	-1	2.3	5	6	8	1	0
CCOC(=O)CCSc1nc2c(c(C(F)(F)F)c1C#N)CCC2	16	3	3	3.0	7	9	10	1	0
O=C1CCN(Cc2ccccc2)N1	-5	-8	-3	-6.4	-7	-4	-4	-5	0
Cc1ccc(C)c(-n2nnnc2SCC(=O)NCC2CCCO2)c1 (configuration not stated)	.	-10	.	2.6	7	3	5	3	1
CC(OC(=O)c1cc(S(=O)(=O)N2CCOCC2)ccc1F)C(=O)NCc1ccc2c(c1)OCO2 (configuration not stated)	2	-2	-1	1.9	4	3	5	-2	0
CC(CN1CCN(C/C=C/c2ccccc2)CC1)c1ccccc1 (configuration not stated)	-2	26	-3	0.6	2	1	11	-3	0
COc1ccc(N2CC(C(=O)N3CCN(c4ccccc4F)CC3)CC2=O)cc1 (configuration not stated)	4	-24	1	-1.5	1	-11	7	-1	1
Clc1cccc(-c2csc(Nc3cccnc3)n2)c1	3	7	1	-1.2	-3	6	-2	2	0
O=C(c1ccc(N2CCCCC2)c([N+](=O)[O-])c1)N1CCN(c2ccccn2)CC1	1	-2	-8	0.4	3	-11	-13	9	0

(cont.)
molecule	core dimer inh	JMJD2C inh	Fh CTSL1 inh	PP5 primary	procasp3 activ	procasp7 counter	VLA-4 inh	PP1 counter	GRK2 aptamer HTS
COc1ccc(C(=O)N2CCC(n3c(C)nc4cc(F)ccc43)CC2)cc1OC	0	0	-3	-0.2	4	-1	35	-4	0
COCCNC(=O)CN1C(=O)NC2(CCCCCC2)C1=O	5	-9	-5	0.4	4	0	29	0	0
O=C(COc1ccc(Cl)cc1Cl)N/N=C1\CCCc2ccccc21	12	-5	4	0.4	5	14	2	1	0
Cc1cc(C)nc(NC(=O)c2c(-c3c(Cl)cccc3Cl)noc2C)n1	2	-13	2	-0.1	6	-4	14	-5	3
CCCc1nc2oc3c(=O)[nH]cnc3c2c2c1COC(C)(C)C2	-1	-1	2	0.6	-6	2	-5	-2	2
COC(=O)c1sc(NC(=O)c2cccc([N+](=O)[O-])c2)c(C(N)=O)c1C	-3	-13	-1	4.6	-3	-2	8	-1	0
COc1ccc(-c2oc3ncnc(N)c3c2-c2ccccc2)cc1	1	0	0	2.3	8	-2	-10	-2	0
O=C(CCCCC(=O)Nc1c(I)cc(I)c(C(=O)O)c1I)Nc1c(I)cc(I)c(C(=O)O)c1I	-7	-5	-5	1.6	2	11	-14	-1	3
Cc1cc(NC(=O)CCC(=O)N(Cc2cccs2)C(C(=O)NC2CCCC2)c2ccccc2)no1 (configuration not stated)	5	-14	-1	2.6	10	7	10	-2	0
CCC(=O)N1CCc2cc(S(=O)(=O)NC(C(=O)NC(C)c3ccccc3)C(C)C)ccc21 (configuration not stated)	-5	6	3	0.0	5	2	3	1	0
CC(=O)c1ccc(NC(=S)NNC(=O)c2ccncc2)cc1	-2	-42	-1	-4.1	-10	-15	5	0	2

Screens deposited in PubChem by several laboratories.
